Neddylation inh: blocks human cullin neddylation. P61081+Q13564. AID 651699. TR-FRET cullin neddylation, biochemical. calls only at 25 µM. hit rate 0.58% among 360,000; in the data active = inhibition above about 36%
LMPTP block: LMPTP (human) inhibition | AID 651560 | hit rate 0.22% among 360,000 | recombinant LMPTP-A, OMFP fluorogenic substrate, fluorescence intensity | inhibition, % at 20 µM;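 active = compounds that cut the enzyme signal by at least half of the control window in the single-dose screen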;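 also: plate controls were DMSO wells with enzyme plus substrate for no effect and substrate without enzyme for full effect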
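Assay system: LMPTP-A, protein tyrosine phosphatase of low molecular weight / Medium: pH 6.0 Bis-Tris buffer with DTT and Triton X-100 / Schedule: 50 min enzyme reaction at room temperature, protected from light / Measured by: endpoint fluorescence intensity from OMFP dephosphorylation / Read-out basis: % inhibition relative to no-enzyme and uninhibited control wells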
SUMO1 PPI mod: modulators of human SUMO1-mediated protein-protein interactions. AID 602429. SUMO1 binding to a labelled peptide, TR-FRET, 1 h. P63165. inhibition, % at 20 µM. hit rate 0.33% among 360,000; in the data active = inhibition above about 37%
Scp1 inh: Scp-1 (human) phosphatase inhibition. inhibition, % at 20 µM. Recombinant Scp1, phosphopeptide, malachite green phosphate absorbance. hit rate 0.88% among 340,000. AID 493091;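 active = inhibition above about 50% at 20 µM, limit read from the data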;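 also: plate controls were DMSO wells with enzyme for no effect and wells lacking enzyme for full effect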
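Material: truncated SCP-1 phosphatase (76-261aa) / Buffer or medium: 50 mM Tris acetate pH 5.5, 0.005% Tween-20, 10 mM MgCl2 / Compound dosing: one concentration, 20 µM, with 1.0% DMSO / Incubation: 45 min room-temperature reaction, 5 min colour, 30 min stabiliser / Detection: colorimetric free-phosphate detection, absorbance 630 nm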
Tb MetRS inh: blocks T. brucei methionyl-tRNA synthetase activity. hit rate 0.4% among 360,000. inhibition, % at 11.9 µM. AID 624268. purified T. brucei MetRS, ATP depletion, Kinase-Glo luminescence;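 active = inhibition above a per-plate cutoff of the control wells' mean inhibition plus 3 SD, cut at about 5.5% in these data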;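 also: 0% = DMSO wells median and 100% = median of wells with control inhibitor compound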
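Test system: purified T. brucei MetRS enzyme. Also added: ATP, methionine and E. coli bulk tRNA substrates. Compound: 11.9 µM single point. Schedule: 15 min enzyme-compound preincubation, 2 h reaction, 10 min detection, 25 °C. Signal: luciferase luminescence of residual ATP, Kinase-Glo. Evaluation: percent inhibition versus plate control medians. Controls: DMSO wells, low control.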
STEP inh: STEP (human) phosphatase inhibition; P54829; recombinant STEP, OMFP fluorogenic substrate, fluorescence; inhibition, % at 20 µM; hit rate 0.25% among 360,000; AID 588621;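 active = inhibition at 20 µM, scaled per plate between control wells, above about 37%, limit read from the data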;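 also: 0% = DMSO with enzyme and substrate and 100% = substrate only without enzyme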
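Material: STEP (striatal-enriched tyrosine phosphatase) enzyme, cell-free | Medium: 50 mM Bis-Tris pH 6.0 with 2.5 mM DTT and 0.005% Tween 20 | Read-out: Percent inhibition scaled to no-enzyme and uninhibited-enzyme controls, plate-pattern corrected | Signal: Fluorescence read at 480 nm ex / 540 nm em | Times: 20 min reaction, room temperature, in the dark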
DNMT1 inh: blocks human DNA methyltransferase DNMT1. DNMT1 molecular beacon, Hinp1I cleavage, fluorescence. inhibition (reported as % activation of signal), % at 10 µM. hit rate 0.83% among 360,000. AID 588458; in the data active = inhibition above about 50%
Target sequence (P26358 504-1616 limits assumed): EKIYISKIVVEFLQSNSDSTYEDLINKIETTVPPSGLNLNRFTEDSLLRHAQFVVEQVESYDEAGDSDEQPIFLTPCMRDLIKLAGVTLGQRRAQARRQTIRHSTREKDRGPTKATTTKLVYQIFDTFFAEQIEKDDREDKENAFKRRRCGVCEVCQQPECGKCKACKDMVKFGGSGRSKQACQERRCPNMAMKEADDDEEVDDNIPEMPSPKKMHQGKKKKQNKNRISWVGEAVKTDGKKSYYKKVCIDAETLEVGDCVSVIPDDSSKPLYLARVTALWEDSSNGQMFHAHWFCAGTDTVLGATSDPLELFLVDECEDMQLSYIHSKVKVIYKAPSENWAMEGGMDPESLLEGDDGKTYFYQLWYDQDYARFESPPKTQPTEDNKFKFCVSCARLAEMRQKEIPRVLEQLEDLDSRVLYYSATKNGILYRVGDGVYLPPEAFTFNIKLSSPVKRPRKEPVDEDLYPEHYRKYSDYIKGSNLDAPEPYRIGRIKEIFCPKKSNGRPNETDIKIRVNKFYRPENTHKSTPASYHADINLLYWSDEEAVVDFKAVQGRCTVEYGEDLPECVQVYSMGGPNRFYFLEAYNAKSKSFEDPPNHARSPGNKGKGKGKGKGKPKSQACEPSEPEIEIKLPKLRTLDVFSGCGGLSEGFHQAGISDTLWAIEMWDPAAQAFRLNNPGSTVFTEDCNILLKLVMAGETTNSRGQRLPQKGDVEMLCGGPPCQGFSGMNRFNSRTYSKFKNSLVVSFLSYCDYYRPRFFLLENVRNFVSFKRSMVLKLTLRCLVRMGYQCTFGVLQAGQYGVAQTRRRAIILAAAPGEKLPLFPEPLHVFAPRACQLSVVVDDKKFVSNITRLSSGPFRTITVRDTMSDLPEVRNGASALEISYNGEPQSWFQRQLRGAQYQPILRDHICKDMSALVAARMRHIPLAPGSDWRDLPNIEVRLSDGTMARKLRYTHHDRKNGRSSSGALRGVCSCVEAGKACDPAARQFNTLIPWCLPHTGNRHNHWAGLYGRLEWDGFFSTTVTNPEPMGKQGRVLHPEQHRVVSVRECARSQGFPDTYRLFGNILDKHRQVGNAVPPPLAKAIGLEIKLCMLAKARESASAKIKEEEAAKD
NadD block: inhibitors of Staphylococcus aureus NadD. purified NadD enzyme, colorimetric absorbance read-out. inhibition, % at 20 µM. hit rate 0.78% among 360,000. AID 602399; in the data active = inhibition above about 26%; also: some compounds past the cut are filed as inactive
CendR NRP1 mod: modulators of CendR peptide binding to human neuropilin-1; FAM-RPARPAR peptide binding to NRP-1, fluorescence polarization; inhibition, % at 25 µM; hit rate 0.85% among 360,000; AID 602438;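 active = inhibition or corrected inhibition above about 18%, plus a signal ratio from 0.5 to 1.5, limit read from the data, passing the limit was not always enough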; also: strong numbers were not always called active
SKN-1 inh: inhibitors of C. elegans SKN-1; C. elegans VP596 Pgst-4::GFP/RFP ratio, acrylamide-induced, 24 h; inhibition, % at 21.8 µM; hit rate 0.49% among 360,000; AID 624304;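 active = interference check ratio from 0.5 to 1.5 plus GFP to RFP signal ratio inhibition reaching or exceeding a fixed threshold, cut at about 30% in these data, passing the limit was not always enough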; also: some compounds called inactive have numbers as strong as hits
* hit, by the source's call; i = inactive; . = not tested or not shown; + = active, no number.

SMILES	Neddylation inh	LMPTP block	SUMO1 PPI mod	Scp1 inh	Tb MetRS inh	STEP inh	DNMT1 inh	NadD block	CendR NRP1 mod	SKN-1 inh
CCOc1ccccc1C(=O)NC(CO)C(=O)O (centres undefined)	i	-1.1	1	-7	-0.2	0	1	4	7	-8
O=C(NC1CCS(=O)(=O)C1)c1ccc(S(=O)(=O)NCC2CCCO2)cc1 (centres undefined)	i	-1.9	-2	-1	0.5	6	1	-2	0	7
CC(=O)Nc1ccc(NC(=O)C(C)OC(=O)/C=C/c2cn(-c3ccccc3)nc2-c2cccnc2)cc1 (centres undefined)	.	1.0	-2	-4	0.2	-2	27	4	-22	11
CCCC(=O)NC(c1cccs1)c1cc(Cl)c2cccnc2c1O (centres undefined)	i	1.4	6	-4	-0.3	1	-5	-2	-10	8
CS(=O)(=O)Nc1cccc(C2=NN(C(=O)c3ccccc3Cl)C(c3ccccc3O)C2)c1 (centres undefined)	i	0.5	-3	-7	0.7	-5	-7	4	8	-4
Cc1ccc2c(CN3CCN(S(=O)(=O)/C=C/c4ccccc4)CC3)cc(=O)oc2c1	i	0.0	-6	-5	-0.4	-3	7	6	-13	9
CC1CC1C(=O)Nc1nc(-c2cccs2)c(-c2cccs2)s1 (centres undefined)	i	3.9	-5	3	-0.7	13	3	6	-5	10
COc1ccc(CNC(=S)Nc2ccc(F)c(Cl)c2)cc1OC	i	-0.1	2	-6	-0.9	0	1	-8	1	-20
COc1ccc(Cc2n[nH]c(=S)n2NC(=O)Nc2ccc(Cl)c(Cl)c2)cc1	i	1.8	0	-6	37*	-2	0	0	0	0
CC(C)CC1(C)N=C(c2ccccc2)C(=S)N1 (centres undefined)	i	5.4	4	-4	-0.8	-3	7	-2	15	-7
CCCc1cc(-c2ccc(O)c(OCC)c2)c(C#N)c(N)n1	i	0.7	0	5	-1.1	-1	1	-3	5	-31
CCOc1ccc2[nH]cc(C(=O)NCCCN3CCOCC3)c(=O)c2c1	i	0.2	0	-5	-0.5	0	-3	-1	8	7
O=C(NNc1ncnc2c1cnn2-c1ccccc1)c1cccs1	i	0.1	4	-7	-0.8	3	0	-3	-2	-2
CCN(CC)S(=O)(=O)c1ccc(N2CCCC2)c(C(=O)Nc2ccc(OC)c(Cl)c2)c1	i	2.5	3	-6	-0.2	3	0	6	-20	10
Cc1ccc(S(=O)(=O)N2CCCCC2)cc1C(=O)NC1CCCCC1	i	-0.6	6	-1	-0.3	0	1	-4	1	4
Cc1onc(-c2ccccc2)c1C(=O)N1CCN(Cc2ccc3c(c2)OCO3)CC1	i	-1.8	3	-1	-0.3	-5	0	-3	3	1
Cc1ccc(CC2CC(=O)N(c3nc4ccccc4n3C)C2=O)cc1 (centres undefined)	i	0.7	0	-11	0.3	1	3	-1	0	19
COc1ccc(-c2cc(NC=O)c3ncc(-c4cccc(C(F)(F)F)c4)n3c2)cc1OC	i	3.4	-3	.	0.2	0	9	11	-22	19
COCCCNC(=O)c1ccc(C2SCC(=O)N2Cc2ccco2)cc1 (centres undefined)	i	0.1	-1	-5	-0.3	-4	-1	1	16	-2
CC1CN(S(=O)(=O)c2ccc(F)cc2)C(C)N1C(=O)N1CCOCC1 (centres undefined)	i	-1.5	7	-5	-0.4	0	0	-2	2	13
COc1ccc(/C=N/Nc2nc(C(=O)O)cs2)cc1	i	64*	6	41	-0.2	18	9	5	-16	2
CCN1C(=O)c2cccc3c(S(=O)(=O)N(C(C)=O)c4ccc(OC(C)=O)cc4)ccc1c23	+	1.5	-12	-8	0.3	2	1	-4	13	1
O=C(CN1C(=O)COc2ccccc21)NCc1ccccn1	i	-1.6	2	-2	0.0	0	0	0	-16	5
CNC(=O)c1cccc2cccc(Sc3ccccc3C(=O)O)c12	i	-1.0	-8	-3	0.3	-2	-1	1	1	7
c1ccc(C2CCC(N3CCN(c4ccccc4)CC3)CC2)cc1 (centres undefined)	i	-2.2	-4	-7	-0.8	-2	1	-7	-10	-2
CCOC(=O)Cc1csc(NC(=O)Cc2ccc(Cl)cc2)n1	i	-1.8	1	1	-0.3	-2	1	-8	4	-11
CCCC[C@H](CN[C@@H](CNC)[C@H](C)CC)NCCC12CCC(CC1)C2	i	-1.0	-13	0	-0.2	-5	7	-2	14	-6
CC(=O)c1ccc(N2CCN(C(=O)C3CCCN(S(=O)(=O)c4cnc[nH]4)C3)CC2)cc1 (centres undefined)	i	-1.0	-4	0	-0.7	-1	-2	3	3	13
COC(=O)c1ccccc1NC(=O)CSc1n[nH]c(-c2ccco2)n1	i	0.0	-1	-9	1.1	0	1	2	4	-5
NS(=O)(=O)c1ccc(N2N=C(c3ccccc3)CC2c2ccccc2)cc1 (centres undefined)	i	4.5	-1	-12	-0.3	-1	-15	7	4	4
CCOC(=O)N1CCC(NC(=O)c2cccs2)CC1	i	0.2	1	3	-0.8	-2	4	-1	-1	10
FC(F)(F)c1ccc(Cl)c(-n2c(-c3cc(-c4ccco4)[nH]n3)n[nH]c2=S)c1	i	2.7	24	-13	1.3	2	-1	0	1	19
COc1ccc(C(=O)Nc2ccc3ccccc3c2)cc1	i	-2.3	9	-2	-1.8	-1	8	-5	-3	11
CCCOc1ccc(C(=O)NC(=S)NNC(=O)c2c(-c3ccccc3)noc2C)cc1	i	0.2	10	-15	0.3	3	-8	1	-11	3
CC1CCC2(CC1)NC(=O)N(CC(=O)Nc1sc3c(c1C(N)=O)CCC3)C2=O (centres undefined)	i	6.1	18	86*	0.3	21	70*	17	-77	4
COc1c(C(O)CC(C)C)ccc2c1C(=O)OCc1cc(C)cc(O)c1O2 (centres undefined)	i	0.5	6	4	-1.7	-2	1	92*	14	5
COCCN(C(=O)COC(=O)CCCc1c[nH]c2ccccc12)c1c(N)n(Cc2ccccc2)c(=O)[nH]c1=O	i	-0.1	6	0	-0.3	-1	-1	5	3	-15
Cc1nc2ccccc2n1CC(=O)NCCN1CCOCC1	i	-1.4	-5	0	-1.3	0	-2	-2	-6	-16
CC1=C(C(=O)Nc2ccc(CC(=O)NCc3ccccc3C)cc2)SCCO1	i	-0.2	4	-6	0.3	2	-1	1	-6	2
CC(=O)c1c(C)[nH]c(C(=O)OCC(=O)Nc2ccc(Cl)c(S(=O)(=O)N(C)C)c2)c1C	i	1.2	1	-11	-0.5	-2	-4	-3	0	0
FC(F)(F)c1cccc(NC(=S)NC2CCCC2)c1	i	-0.1	-4	-7	-0.4	-1	0	-3	-12	2
CC(C)c1nc2sc3c(NCc4ccco4)ncnc3c2c2c1COC(C)(C)C2	i	2.0	-2	15	-0.1	4	-1	26	-18	2
CCOC(=O)CN1C2=NCCCN2c2ccccc21	i	0.9	-2	-1	-0.9	2	0	-1	4	6
CC(=O)Nc1cccc(C(=O)Oc2cccc(C)c2)c1O	i	-3.2	4	0	-0.8	0	7	-4	2	2
CCCCn1c(SCc2nnc(-c3ccccc3)o2)nc2c1c(=O)n(C)c(=O)n2C	i	-1.2	2	-6	-0.9	5	2	-6	4	3
CC(C)(C)c1ccc(C2CC2C(=O)N/N=C\c2cc3ccccc3nc2Cl)cc1 (centres undefined)	i	2.3	-2	-12	-0.2	0	-4	36*	-8	20
Cc1ccc(C)c(NC(=O)COC(=O)c2c(C)nn(-c3ccccc3)c2C)c1	i	3.1	1	1	-0.1	2	0	0	-6	10
O=C(COc1ccc(S(=O)(=O)NC2CCCCC2)cc1)NC1CCCCC1	i	0.3	-2	-1	-1.8	0	-7	2	3	1
CCOC(=O)c1cnc2ccc(OCC)cc2c1NCc1ccccc1	.	4.7	-1	1	0.4	4	3	0	5	7
CCCOc1ccc2c3c(c(=O)oc2c1OCCC)CCCC3	.	4.4	1	-8	-0.4	8	2	-2	2	13
CC(Nc1ccc(Br)cn1)c1cc(Cl)ccc1O (centres undefined)	i	0.7	10	1	0.6	0	-2	0	2	7
Cc1ccc2c(c1)N(CC(=O)Nc1ccccc1F)C(=O)CO2	i	-3.5	7	-4	-0.5	0	0	-5	5	1
N/C(=N\OC(=O)c1ccccc1Cl)c1cccc([N+](=O)[O-])c1	i	-1.3	-30	4	-1.0	-1	7	-3	-3	12

10 structures out of the list, arranged by length of the SMILES, smallest number first.
SMILES	Neddylation inh	LMPTP block	SUMO1 PPI mod	Scp1 inh	Tb MetRS inh	STEP inh	DNMT1 inh	NadD block	CendR NRP1 mod	SKN-1 inh
Cc1nc2ccccc2n1CC(=O)NCCN1CCOCC1	i	-1.4	-5	0	-1.3	0	-2	-2	-6	-16
COc1ccc(/C=N/Nc2nc(C(=O)O)cs2)cc1	i	64*	6	41	-0.2	18	9	5	-16	2
O=C(CN1C(=O)COc2ccccc21)NCc1ccccn1	i	-1.6	2	-2	0.0	0	0	0	-16	5
CCCC(=O)NC(c1cccs1)c1cc(Cl)c2cccnc2c1O (centres undefined)	i	1.4	6	-4	-0.3	1	-5	-2	-10	8
NS(=O)(=O)c1ccc(N2N=C(c3ccccc3)CC2c2ccccc2)cc1 (centres undefined)	i	4.5	-1	-12	-0.3	-1	-15	7	4	4
CCCC[C@H](CN[C@@H](CNC)[C@H](C)CC)NCCC12CCC(CC1)C2	i	-1.0	-13	0	-0.2	-5	7	-2	14	-6
CCCCn1c(SCc2nnc(-c3ccccc3)o2)nc2c1c(=O)n(C)c(=O)n2C	i	-1.2	2	-6	-0.9	5	2	-6	4	3
Cc1ccc2c(CN3CCN(S(=O)(=O)/C=C/c4ccccc4)CC3)cc(=O)oc2c1	i	0.0	-6	-5	-0.4	-3	7	6	-13	9
FC(F)(F)c1ccc(Cl)c(-n2c(-c3cc(-c4ccco4)[nH]n3)n[nH]c2=S)c1	i	2.7	24	-13	1.3	2	-1	0	1	19
COCCN(C(=O)COC(=O)CCCc1c[nH]c2ccccc12)c1c(N)n(Cc2ccccc2)c(=O)[nH]c1=O	i	-0.1	6	0	-0.3	-1	-1	5	3	-15

Compound activity from PubChem.
